Source: PubChem BioAssay
CHRM5 antagonist = human M5 muscarinic receptor antagonists, primary screen, CHO cells, Fluo-8 calcium fluorescence; Muscarinic acetylcholine receptor M5 (Homo sapiens), P08912; CHO-hM5 cells, ACh EC80; inhibition, % at 3 µM; 360,000 compounds, 0.59% hits;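 active = inhibition above a per-plate cutoff, the mean of that plate's test compounds plus 3 SD, cut at about 27% in these data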;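 note: 0% = acetylcholine EC80 with DMSO and 100% = DMSO without agonist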
Target sequence (P08912 whole entry, looked up): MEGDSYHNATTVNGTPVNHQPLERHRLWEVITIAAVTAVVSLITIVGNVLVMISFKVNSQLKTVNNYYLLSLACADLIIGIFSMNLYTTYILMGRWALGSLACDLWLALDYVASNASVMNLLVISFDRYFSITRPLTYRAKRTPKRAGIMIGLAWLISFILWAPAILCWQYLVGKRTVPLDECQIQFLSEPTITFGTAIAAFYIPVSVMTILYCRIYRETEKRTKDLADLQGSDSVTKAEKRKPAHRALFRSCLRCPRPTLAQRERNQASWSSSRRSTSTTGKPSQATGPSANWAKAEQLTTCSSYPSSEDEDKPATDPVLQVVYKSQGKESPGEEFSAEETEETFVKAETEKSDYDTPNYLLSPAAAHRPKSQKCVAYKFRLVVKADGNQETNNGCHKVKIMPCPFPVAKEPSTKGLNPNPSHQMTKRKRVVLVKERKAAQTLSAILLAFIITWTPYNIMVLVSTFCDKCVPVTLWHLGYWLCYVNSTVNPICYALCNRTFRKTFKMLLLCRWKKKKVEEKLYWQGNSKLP
M5 PAM = human M5 muscarinic receptor positive allosteric modulators, primary screen, CHO-K1 cells, Fluo-8 calcium fluorescence. Muscarinic acetylcholine receptor M5 (Homo sapiens), P08912. CHO-K1 hM5, ACh EC20 PAM; 0% = ACh EC20, 100% = ACh EC100. activation, % at 3 µM. 360,000 compounds, 0.3% hits. AID 624038, 2012;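 active = activation above the run cutoff, the mean activation of all test compounds plus 3 SD, cut at about 18% in these data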
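system = human M5 receptor in CHO-K1 cells | compound = one concentration, 3 µM final (nominal) | schedule = Post-acetylcholine fluorescence recording 140 s | signal = Fluo-8 calcium dye fluorescence, kinetic read | benchmarks = low control EC20 acetylcholine (0%), high control EC100 acetylcholine (100%) | repeats = singlicate, one well per test compound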
CHRM1 antagonist = human M1 muscarinic receptor antagonists, primary screen, CHO-K1 cells, Fluo-8 calcium fluorescence, 1536-well; Muscarinic acetylcholine receptor M1 (Homo sapiens), P11229; CHO-K1 hM1, ACh EC80 antagonist; inhibition, % at 3 µM; 360,000 compounds, 1.3% hits; AID 588852, 2011;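 active = percent inhibition above its own plate's cutoff, namely the mean of that plate's compound wells plus 3 SD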;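 note: peak over basal fluorescence ratio during 140 s after agonist addition; 0% = ACh EC80 plus DMSO and 100% = DMSO alone without agonist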
Target sequence (P11229 whole entry, looked up): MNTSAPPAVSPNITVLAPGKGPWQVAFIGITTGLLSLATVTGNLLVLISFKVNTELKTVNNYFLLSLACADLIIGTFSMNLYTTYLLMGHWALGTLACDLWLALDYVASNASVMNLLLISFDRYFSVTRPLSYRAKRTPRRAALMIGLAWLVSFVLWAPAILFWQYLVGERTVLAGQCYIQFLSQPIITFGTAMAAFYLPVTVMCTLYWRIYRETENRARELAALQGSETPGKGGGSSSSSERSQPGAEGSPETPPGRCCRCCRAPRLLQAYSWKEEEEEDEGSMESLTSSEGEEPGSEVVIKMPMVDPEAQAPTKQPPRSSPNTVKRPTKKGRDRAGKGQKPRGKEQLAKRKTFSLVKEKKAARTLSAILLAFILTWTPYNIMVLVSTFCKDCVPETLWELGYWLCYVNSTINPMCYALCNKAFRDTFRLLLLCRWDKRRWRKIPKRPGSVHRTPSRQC
M5 ag = human M5 muscarinic receptor agonists, primary screen, CHO-K1 cells, Fluo-8 calcium fluorescence; AID 624037, 2012; activation, % at 3 µM; CHO-K1 hM5 cells; 0% DMSO wells, 100% maximal acetylcholine response; Muscarinic acetylcholine receptor M5 (Homo sapiens), P08912; 360,000 compounds, 0.19% hits;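 active = activation above the run's mean over test compounds plus 3 SD, cut at about 23% in these data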;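 note: signal is peak over basal fluorescence ratio across the kinetic read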
CHRM4 PAM = human M4 muscarinic receptor positive allosteric modulators, primary screen, CHO-K1 cells, Fluo-8 calcium fluorescence | Muscarinic acetylcholine receptor M4 (Homo sapiens), P08173 | CHO-K1 hM4/Gqi5, ACh EC20; 0% = ACh EC20, 100% = maximal ACh | activation, % at 3 µM | 360,000 compounds, 0.4% hits | AID 624126, 2012;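 active = activation above its plate's cutoff, the mean activation of sample wells plus 3 SD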; note: some results filed as inactive read as strong as hits
CHRM1 PAM = human M1 muscarinic receptor positive allosteric modulators, primary screen, CHO-K1 cells, Fluo-8 calcium fluorescence, 1536-well; Muscarinic acetylcholine receptor M1 (Homo sapiens), P11229; CHO-K1 hM1, ACh EC20; 0% = ACh EC20, 100% = maximal ACh; 360,000 compounds, 0.088% hits; activation, % at 3 µM; in the data active = activation above about 19%, passing the limit was not always enough
M4 antag = human M4 muscarinic receptor antagonists, primary screen, CHO cells, Fluo-8 calcium fluorescence | Muscarinic acetylcholine receptor M4 (Homo sapiens), P08173 | CHO-hM4 cells, ACh EC80 | inhibition, % at 3 µM | 360,000 compounds, 0.73% hits;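 active = inhibition above its plate's cutoff, the mean inhibition of sample wells plus 3 SD, cut at about 27% in these data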;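 note: 0% = acetylcholine EC80 with DMSO and 100% = DMSO without agonist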
M4 ag = human M4 muscarinic receptor agonists, primary screen, CHO-K1 cells, Fluo-8 calcium fluorescence | AID 624127, 2012 | CHO-K1 hM4/Gqi5; vehicle 0%, full acetylcholine response 100% | activation, % at 3 µM | 360,000 compounds, 0.14% hits;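 active = activation above the run mean over all test wells plus 3 SD, cut at about 32% in these data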;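 note: peak over basal fluorescence ratio per well then scaled between controls; 0% = DMSO wells and 100% = acetylcholine at EC100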
CRFR2-BP ag = agonists of CRF-BP/CRF-R2 complex, primary screen, cell-based, HEK293, calcium dye fluorescence, uHTS; CRF-binding protein / CRF receptor 2 complex (human); calcium dye fluorescence (FLIPR); percent of saturating CRF peptide response; activation, % at 13.2 µM; 350,000 compounds, 0.46% hits;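 active = activation of at least 50%, plus an integration ratio under a set limit after plate pattern correction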;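 note: plate controls were neutral control wells without compound for no effect and CRF at EC100 for full effect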
Numbers without * were called inactive; . = no result given.

SMILES	CHRM5 antagonist	M5 PAM	CHRM1 antagonist	M5 ag	CHRM4 PAM	CHRM1 PAM	M4 antag	M4 ag	CRFR2-BP ag
Cc1cccc(NC(=O)CNC(=O)c2cn(Cc3ccccc3)nc2-c2cccnc2)c1C	11	8	-10	0	7	13	-8	-1	-0.6
Cc1ccc(C)c(NC(=O)CSc2nnc(CCCCCNC(=O)OC(C)(C)C)o2)c1	3	-5	0	1	-10	-4	3	9	-0.9
Cc1c(C#N)c2ncn(Cc3ccccn3)c(=O)c2n1-c1ccccc1	5	2	8	-4	10	-3	0	0	-1.4
CN(C)S(=O)(=O)c1cccc(NC(=O)CNc2cccc(S(=O)(=O)N3CCCCC3)c2)c1	9	-4	2	0	-4	-4	-5	8	-2.4
O=C(CN1C(=O)COc2ccc(S(=O)(=O)N3CCOCC3)cc21)NCc1ccccn1	-5	9	-14	3	3	16	-13	1	1.7
CC(C)(c1ccccc1)c1ccc(OCC2CO2)cc1 (centres undefined)	13	-4	-11	-3	-3	5	9	-2	-0.2
COc1ccc(-c2cc(C(=O)Nc3cnn(Cc4ccccc4C)c3)no2)cc1OC	-5	11	-9	1	8	5	-2	2	1.3
CCc1ccc(C(=O)NC(CC(C)C)C(=O)O)cc1 (centres undefined)	-3	-3	9	3	9	-2	3	1	-3.1
C=CCn1c(SCC(=O)Nc2ncc(Cc3cc(Cl)ccc3Cl)s2)nnc1-c1ccncc1	2	-8	-10	-3	12	6	-3	4	-0.9
O=C(Nc1cccnc1)C1Cc2c(-c3ccccc3Oc3ccccc3)ccnc2O1 (centres undefined)	8	-10	1	1	4	0	-6	6	.
CCCN(C(=O)COC(=O)C12CCC(=O)N1c1ccccc1S2)c1c(N)n(Cc2ccccc2)c(=O)[nH]c1=O (centres undefined)	10	3	-5	-3	2	2	1	0	0.5
CCCC[C@@H]1C=C(C(=O)O)[C@H](c2ccc(CC)cc2)N1S(=O)(=O)c1ccc(C)cc1	1	0	-17	1	7	9	-10	0	-4.3
CCn1c(SCC(=O)Nc2ccc(NC(=O)c3ccco3)cc2)nnc1-c1cccs1	4	0	-15	-4	-2	-3	-7	5	-5.2
CCC(C(=O)NC1CCCC1)N(C(=O)c1snc(C(N)=O)c1N)c1ccc2c(c1)OCCO2 (centres undefined)	-6	6	2	2	0	0	5	1	0.3
Cc1cc(N2CCN(Cc3ccc4c(c3)OCO4)CC2)n2ncnc2n1	-1	-2	-9	0	4	8	-7	5	-0.2
O=C(NC1CC1)C1=C[C@H](c2csc3ccccc23)C[C@H](OCc2ccc(CO)cc2)O1	7	-6	15	1	-3	-8	-3	23	-0.6
Cc1ccc(C)c(Sc2ccc(NC(=O)CCN3C(=O)NC4(CCCC4)C3=O)cc2)c1	10	-3	4	1	-4	4	18	18	1.5
Cc1nnc(NC(=O)c2ccc(F)c(S(=O)(=O)N3CCCCC3)c2)s1	0	-1	-12	-3	0	7	1	1	-0.5
Cc1ccc(S(=O)(=O)NCC(=O)N2CCC(C)CC2)cc1	0	-1	6	0	3	-2	-1	1	-1.5
O=C(/C=C/c1ccccc1)C1=C(O)C(=O)N(CCO)C1c1ccccc1[N+](=O)[O-] (centres undefined)	-6	-2	-15	0	2	13	0	2	1.5
CC(=O)Nc1cc(-c2ccc(C(=O)N3CCOCC3)cc2)cn2c(-c3ccc(C(C)=O)cc3)cnc12	12	-2	-12	0	0	6	-2	0	.
CSCCC1NC(=S)N(Cc2ccccc2)C1=O (centres undefined)	-6	6	-7	-4	-1	0	0	0	-2.4
Cc1ccc(C(=O)Nc2nnc(S(=O)(=O)N3CCCCCC3)s2)cc1	7	-5	-11	2	0	9	-10	-1	0.4
O=C1c2ccccc2NC(c2ccccc2O)N1c1ccc(F)cc1 (centres undefined)	4	-6	3	-6	-4	0	-4	1	-0.7
Cc1ccccc1NC(=O)NCCCCc1ccccc1	-20	6	-4	-4	12	4	-10	2	1.9
Cc1ccc(COc2ccc(CNCCCN3CCCCCC3=O)cc2)cc1	18	-8	46*	-6	-13	-33	7	8	-1.6
O=C(CCN1CCCC1)Nc1ccccc1	6	-11	-2	-11	5	4	-3	1	0.6
COc1ccc(OC)c(NC(=O)COC(=O)CCc2ccc(S(=O)(=O)N3CCOCC3)cc2)c1	1	0	-7	0	-1	1	3	5	-3.0
Cc1ccc(NC(=O)C(=O)NNC(=O)c2cccs2)cc1	8	4	-12	-2	10	10	-6	1	-0.3
Oc1ccc(C[C@H]2CNC(=S)N2CCc2cc(C(F)(F)F)cc(C(F)(F)F)c2)cc1	8	-2	-4	1	9	7	-3	0	-0.2
CCn1c(SCC(=O)Nc2sc3c(c2C#N)CCC(C(C)(C)C)C3)nnc1-c1ccco1 (centres undefined)	-1	-3	-2	-1	4	-7	0	0	0.4
CCC1=NN(C(=O)C(=O)Nc2ccccc2OC)C(O)(C(F)(F)F)C1 (centres undefined)	1	1	-3	3	-4	10	4	2	-2.2
COc1ccc(C(=O)OCC(=O)c2c(N)n(C)c(=O)n(C)c2=O)cc1OC	8	4	-12	4	3	13	-8	2	0.5
CCCCCCC(=O)NNC(=O)c1c(O)c2ccccc2n(CCC)c1=O	-8	6	-13	0	4	11	-10	2	17
CC1C=CCC2C(=O)N(c3cccc(C(=O)NCc4ccccc4)c3)C(=O)C12 (centres undefined)	7	-3	-18	2	-3	13	2	5	0.4
CCOc1ccc(/C=N/NC(=O)c2ccc(Cn3cc([N+](=O)[O-])cn3)o2)cc1	-5	-11	6	1	3	1	-1	3	0.4
Cc1ccc(NC(=O)CCC(=O)NN=Cc2ccc(C)o2)c(C)c1	2	3	-24	-1	3	10	2	1	.
CCC1(c2ccccc2)NC(=O)N(CC(=O)Nc2ccc(Cl)c(S(=O)(=O)N3CCCCC3)c2)C1=O (centres undefined)	7	-8	3	0	3	0	-15	1	3.0
O=[N+]([O-])c1ccc(Sc2n[nH]c(-c3ccncc3)n2)nc1	6	-1	-8	-4	-1	5	-6	1	0.1
COc1cc(/C=C/C(=O)O)cc(S(=O)(=O)N2CCN(S(=O)(=O)c3ccc(Cl)cc3)CC2)c1OC	1	-1	5	-2	12	-3	0	1	-1.7
COC(C[C@@H](O)C[C@@H](O)[C@H](C)OCc1ccccc1)OC	16	-5	-5	3	12	13	4	0	-2.8
O=C(CN1CCN(c2ccc(C(F)(F)F)cn2)CC1)NCc1ccc2c(c1)OCO2	12	-6	4	-1	0	20	0	5	-0.8
CCCCCCCCCCn1cc(C(C)=O)c(=O)[nH]c1=O	2	1	-2	-6	-1	-1	6	1	-1.0
O=C(Nc1nc2ccccc2s1)c1cccc(S(=O)(=O)N2CCc3ccccc32)c1	-2	1	-16	-3	1	5	-8	1	1.9
COc1ccc(CNC(=O)c2ccc(C)o2)cc1	2	-3	-1	-1	2	4	5	1	-0.8
O=C(COC(=O)C1CCN(C(=O)Nc2ccccc2)CC1)NCC(F)(F)F	-3	-7	-13	-2	3	16	-2	2	-2.2
Cc1c(Cl)cccc1NC(=O)Cn1c(CCC(=O)O)ccc1-c1ccccc1	5	-5	28	-3	-9	-3	8	1	-1.2
CCOC(=O)CNC(=S)N(Cc1cccs1)C1CCCC1	-1	-2	-12	-5	5	10	-1	0	-0.6
CN1C(=S)SC(C)(C)C1/[N+]([O-])=C/c1cccnc1 (centres undefined)	1	1	1	-6	0	2	2	0	0.3
C=CCC[C@@H](CCCCC)OC(=O)/C=C/[C@H](O)[C@@H](O)C[C@H](O)CC=C	-10	2	.	1	3	.	-11	1	.
CC(=O)Oc1ccc(C(=O)Nc2cc(C)on2)cc1	-10	1	-20	0	5	9	-8	1	-0.6
CCCCn1c(SCC(=O)Nc2ccc3c(c2)OCO3)nc2c1c(=O)n(C)c(=O)n2C	4	-7	7	-2	-7	-5	10	1	-0.1
COc1ccc(/C=N/N2CCOCC2)cc1OCc1ccccc1	6	5	0	-2	4	0	-3	0	-0.9
Cc1ccc(CN2CCN(/N=C/C(Br)=C\c3ccccc3)CC2)cc1	9	0	-8	-5	-3	1	3	0	129*
C=CCn1c(CCC(O)CCCCC)n[nH]c1=S (centres undefined)	4	-6	-11	-3	9	14	-15	1	-3.3
CC(=O)Nc1ccc(C(=O)Nc2cc(C(F)(F)F)ccc2-n2cnc3ccccc32)cc1	3	0	-11	0	10	7	4	12	-0.1
O=C(NCc1ccccc1)C1=C[C@@H](c2csc3ccccc23)C[C@@H](OCc2ccc(CO)cc2)O1	3	-8	2	2	0	10	12	8	2.8
O=C(NC1CC1)C1Nc2ccc(OC(F)(F)F)cc2C2C=CCC12 (centres undefined)	16	-1	3	2	0	-2	13	2	-2.3
COCCNC(=O)/C(C#N)=C/c1c(N2CCN(c3cccc(Cl)c3)CC2)nc2c(C)cccn2c1=O	1	-5	7	-3	4	-1	2	2	-1.3
CNC(=O)COC(=O)C1CCN(S(=O)(=O)c2ccc3c(c2)OCCO3)CC1	5	2	8	1	3	2	9	1	-2.2
(cont.)
SMILES	CHRM5 antagonist	M5 PAM	CHRM1 antagonist	M5 ag	CHRM4 PAM	CHRM1 PAM	M4 antag	M4 ag	CRFR2-BP ag
CCOC(=O)C(C)(C)N(Cc1cccc(C)c1)S(=O)(=O)c1cccc([N+](=O)[O-])c1	-2	-4	2	-6	-10	-13	2	-2	-0.5
O=C(O)c1cccc(N2C(=O)c3cc4cccc(Br)c4cc3C2=O)c1	4	-1	-8	-4	5	7	-6	1	0.8
CC(CCc1ccccc1)NC(=O)c1ccccc1 (centres undefined)	-1	-11	-21	-2	-5	3	2	0	-2.0
CN(C)C(=O)c1cccc(-c2cnc3cccnn23)c1	2	-1	-9	-1	0	6	-7	0	.
CC1CCCC(NC(=O)CN2CCN(S(=O)(=O)c3cccs3)CC2)C1C (centres undefined)	10	-10	2	0	-1	2	-13	4	-0.4
N/C(CC1CC1(Cl)Cl)=N\OC(=O)c1ccccc1 (centres undefined)	8	-3	17	1	-1	-3	13	0	-0.4
O=C(CN1C(=O)C2C3C=CC(C3)C2C1=O)NC1CCCc2ccccc21 (centres undefined)	-4	-12	-4	-13	1	7	-3	1	-2.4

At a glance, three of the compounds above.
SMILES	CHRM5 antagonist	M5 PAM	CHRM1 antagonist	M5 ag	CHRM4 PAM	CHRM1 PAM	M4 antag	M4 ag	CRFR2-BP ag
CC1CCCC(NC(=O)CN2CCN(S(=O)(=O)c3cccs3)CC2)C1C (centres undefined)	10	-10	2	0	-1	2	-13	4	-0.4
N/C(CC1CC1(Cl)Cl)=N\OC(=O)c1ccccc1 (centres undefined)	8	-3	17	1	-1	-3	13	0	-0.4
O=C(CN1C(=O)C2C3C=CC(C3)C2C1=O)NC1CCCc2ccccc21 (centres undefined)	-4	-12	-4	-13	1	7	-3	1	-2.4
